Compound activity deposited in PubChem by Sanford-Burnham Center for Chemical Genomics.
APJ agonist: agonists of human apelin receptor APJ, primary screen, CHO-K1 cells, PathHunter beta-arrestin, luminescence; P35414; 0% DMSO wells, 100% apelin; activation, % at 20 µM; 330,000 tested, 0.11% active; AID 2520, 2010;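 active = activation more than six SD over the plate average, tested at 20 µM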;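 also: 0% = DMSO alone and 100% = apelin-13 at 10 nM; some results filed as inactive read as strong as hits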
Target sequence (P35414 whole entry, looked up): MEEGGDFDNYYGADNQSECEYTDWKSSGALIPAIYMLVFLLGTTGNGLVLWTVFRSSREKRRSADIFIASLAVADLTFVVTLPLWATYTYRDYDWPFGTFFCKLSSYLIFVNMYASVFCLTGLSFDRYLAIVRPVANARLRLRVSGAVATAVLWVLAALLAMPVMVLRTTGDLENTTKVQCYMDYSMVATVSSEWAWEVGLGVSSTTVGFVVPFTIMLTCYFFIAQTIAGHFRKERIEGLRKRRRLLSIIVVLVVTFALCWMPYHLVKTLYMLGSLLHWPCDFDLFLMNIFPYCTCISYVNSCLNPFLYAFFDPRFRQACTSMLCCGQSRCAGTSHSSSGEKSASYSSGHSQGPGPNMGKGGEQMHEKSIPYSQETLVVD
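Test system: CHO-K1 APJ beta-arrestin complementation cell line. Amount: cell density 1000 per well. Controls: DMSO negative, 10 nM Apelin-13 positive. Signal: luminescent beta-gal fragment complementation, chemiluminescent substrate. Read-out basis: agonist-driven arrestin binding to APJ. Timing: compound stimulation 90 min at 25 °C, detection 60 min.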
Gli-Sufu antag: Gli-Sufu pathway antagonists, primary screen, luciferase luminescence, Sufu-KO-LIGHT cells, uHTS | 340,000 tested, 0.74% active | inhibition, % at 5 µM | AID 588413, 2011 | Sufu-KO-LIGHT fibroblasts, Gli luciferase reporter luminescence;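 active = inhibition above about 55%, limit read from the data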;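 also: 0% = DMSO-treated cells and 100% = wells with medium but no cells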
CXCR6 inh: CXCR6 receptor inhibitors, primary screen, cell-based, beta-arrestin, luminescence, CHO-K1 PathHunter, 1536-well; C-X-C chemokine receptor type 6 (Homo sapiens), O00574; 360,000 tested, 0.36% active; AID 602244, 2012; inhibition, % at 20 µM; in the data active = inhibition above about 34%, passing the limit was not always enough;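 also: antagonist mode with CXCL16 agonist at 10 nM final; 0% = 10 nM CXCL16 with DMSO and 100% = unstimulated wells without agonist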
Target sequence (O00574 whole entry, looked up): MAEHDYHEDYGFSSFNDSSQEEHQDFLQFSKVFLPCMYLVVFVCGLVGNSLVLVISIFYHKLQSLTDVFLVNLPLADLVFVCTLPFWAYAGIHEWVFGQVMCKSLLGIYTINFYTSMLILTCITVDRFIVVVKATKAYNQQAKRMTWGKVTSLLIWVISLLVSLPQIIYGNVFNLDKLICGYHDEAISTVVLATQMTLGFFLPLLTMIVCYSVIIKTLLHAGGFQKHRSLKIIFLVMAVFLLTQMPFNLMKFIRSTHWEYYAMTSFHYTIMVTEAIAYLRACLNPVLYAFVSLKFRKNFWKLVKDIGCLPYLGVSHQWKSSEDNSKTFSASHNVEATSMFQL
CCR6 antagonist: CCR6 receptor antagonists, primary screen, cell-based, CHO-K1, luminescence, beta-arrestin, uHTS; CHO-K1 CCR6 PathHunter beta-arrestin, CCL20-stimulated; 340,000 tested, 0.49% active; AID 493098, 2011; inhibition, % at 20 µM;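 active = compounds whose inhibition of the agonist-driven luminescence signal at 20 µM reaches about 50%, limit read from the data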;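 also: cells stimulated with CCL20 at 14 nM final; plate controls were DMSO with CCL20 for no effect and DMSO without agonist for full effect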
UBC13 polyUb: UBC13 polyubiquitin chain formation inhibitors, primary screen, biochemical, TR-FRET, uHTS; Ubiquitin-conjugating enzyme E2 N (Homo sapiens), P61088; inhibition, % at 20 µM; 330,000 tested, 0.47% active; in the data active = inhibition above about 45%, passing the limit was not always enough
Target sequence (P61088 whole entry, looked up): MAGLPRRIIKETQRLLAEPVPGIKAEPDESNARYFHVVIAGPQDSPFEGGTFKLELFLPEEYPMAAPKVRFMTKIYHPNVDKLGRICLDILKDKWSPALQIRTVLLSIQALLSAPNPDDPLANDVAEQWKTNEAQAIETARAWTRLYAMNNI
APJ antag: antagonists of human apelin receptor APJ, primary screen, CHO-K1 cells, beta-arrestin complementation, luminescence | AID 2521, 2010 | 330,000 tested, 0.32% active | inhibition, % at 20 µM;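 active = inhibition above about 40% at 20 µM, limit read from the data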;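 also: cells challenged with 10 nM apelin-13 agonist together with compound; plate controls were apelin-13 plus DMSO wells for no effect and DMSO wells lacking apelin-13 for full effect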
EBI2 antag: EBI2 receptor antagonists, beta-arrestin recruitment, primary screen, cell-based, luminescence, 7a,25-OHC stimulation, uHTS; G-protein coupled receptor 183 (Homo sapiens), P32249; 7a,25-OHC stimulated; inhibition, % at 5 µM; 360,000 tested, 0.81% active; in the data active = inhibition above about 38%;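 also: enzyme fragment complementation signal reports receptor beta-arrestin coupling in cells; 0% = agonist plus DMSO wells and 100% = wells without agonist; some results beyond the cut were filed as inactive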
ATG4B inh: ATG4B protease inhibitors, primary screen, biochemical, fluorescence, uHTS; Cysteine protease ATG4B (Homo sapiens), Q9Y4P1; ATG4B cleavage of LC3-PLA2, NBD-HPC fluorescence, 1 h; inhibition, % at 8.33 µM; 340,000 tested, 0.51% active; AID 504462, 2011; in the data active = inhibition above about 40%
Starred values were filed as active, the others as inactive; nt = no result given.

Values run as follows: APJ agonist	Gli-Sufu antag	CXCR6 inh	CCR6 antagonist	UBC13 polyUb	APJ antag	EBI2 antag	ATG4B inh
1. Fc1ccc2c(c1)C(c1ccncc1)=NNC(c1ccccc1)=N2
→ -1	-3	3	0	-7	-3	-9	20
2. Cc1cc(C)n2nc(C(=O)OCC(=O)c3cc(C)n(C)c3C)nc2n1
→ -2	1	-6	14	-4	9	1	-6
3. COc1ccc(OC)c(C(=O)CSc2nc3c(c(=O)n(C)c(=O)n3C)n2C(C)C)c1
→ nt	14	-5	-8	nt	nt	-3	-7
4. Cc1ccc(-c2sc(-c3ccccc3)nc2CC(=O)Nc2ccccc2F)cc1
→ 1	5	-2	1	5	-18	8	-8
5. COc1ccc(CN2CCNC(=O)C2CC(=O)N2CCCN(C(C)=O)CC2)c(OC)c1 (stereo unspecified)
→ -1	1	-6	-3	1	-6	3	-6
6. CCCCNC(=O)Nc1nnc(SCC(=O)OCC)s1
→ -3	-5	2	-2	10	1	-3	6
7. COc1ccc(C)cc1NC(=O)CSc1nnc(-c2cc(C)[nH]n2)n1N
→ 1	-16	-1	11	1	37	1	-4
8. Cc1cccn2cc(CCNS(=O)(=O)c3cccc([N+](=O)[O-])c3)nc12
→ 2	-2	0	3	-13	-43	-7	-3
9. COc1cccc(C(=O)/C=C/Nc2ccc(S(=O)(=O)Nc3ncccn3)cc2)c1
→ -1	5	0	-6	0	-2	-11	-16
10. Cc1cc(=O)oc2cc(OCC(=O)N3CC[C@@]4(O)CCCC[C@H]4C3)ccc12
→ -2	-2	1	-9	6	-1	4	-16
11. O=C1CC(C(=O)N(CC2CCCO2)C(C(=O)NC2CCCCC2)c2ccncc2)CS1 (stereo unspecified)
→ -2	0	0	10	2	-4	-3	-2
12. O=C(CCc1nc(-c2ccc(Cl)cc2)no1)NCc1ccccc1CN1CCOCC1
→ -2	6	-7	5	3	23	11	2
13. CCOC(=O)c1ccc(N2C(=O)CC(N3CCN(C/C=C/c4ccccc4)CC3)C2=O)cc1 (stereo unspecified)
→ nt	-4	16	-8	nt	nt	15	0
14. COCCn1cc(C(=O)NCc2ccco2)c2c3ccccc3n(C)c2c1=O
→ 0	3	8	-1	14	-16	5	-5
15. Cc1cc(C(=O)N2CCCC(N3CCN(c4cccc(C(F)(F)F)c4)CC3)C2)n[nH]1 (stereo unspecified)
→ -4	22	1	14	6	-16	7	-14
16. CCOc1ccc(C(=O)CCCC(=O)c2ccc(OCC)cc2)cc1
→ 1	8	-1	21	-6	11	15	6
17. CC(=O)c1ccc(Nc2ccc(-c3ccccc3C)nn2)cc1
→ 1	-78	4	9	-1	4	33	3
18. CC(CN1CCC(n2nccc2NC(=O)c2ccccc2Cl)CC1)c1ccccc1 (stereo unspecified)
→ -6	14	-6	-4	-1	-21	1	-2
19. CC(C)(C)OC(=O)NCCCCCc1cn([C@@H](CO)C(=O)NCCCCCCCCCCC(=O)N2CCN(C(=O)OC(C)(C)C)CC2)nn1
→ 45*	60*	-11	-17	18	-78	-47	-6
20. COc1ccccc1CNC(=O)COC(=O)c1ccc([N+](=O)[O-])o1
→ 2	-7	-9	-3	-11	-5	-25	-16
21. CCCCOc1ccc(C(=O)N2CCN(CC(=O)Nc3ccc(C)cc3)CC2)cc1OC
→ 1	2	7	5	-4	-28	-9	-6
22. COc1ccc(NC(=O)CSc2nc3ccc(Nc4nc(N5CCOCC5)nc(N5CCOCC5)n4)cc3s2)cc1
→ 1	-6	5	7	-6	-22	12	6
23. CC(O)CNCCOc1ccccc1OCc1ccccc1 (stereo unspecified)
→ 0	-5	7	4	0	1	-12	-2
24. COc1ccc(S(=O)(=O)N2CCC(C(=O)NCCN3CCOCC3)CC2)cc1
→ 0	1	-4	8	-1	14	-4	-3
25. COC(=O)C[C@H]1c2ccccc2S(=O)(=O)N1Cc1ccc(OC)cc1
→ -4	2	2	-2	1	12	9	-3
26. CSc1ccc(S(=O)(=O)NCc2ccccc2C)cc1
→ -2	-7	-4	16	3	12	-11	37
27. COc1ccc(NC(=O)CCOc2ccccc2F)cc1S(=O)(=O)N1CCCCC1
→ -1	2	9	5	14	3	15	-5
28. Cc1ccc(C(=O)Nc2nc(-c3cccnc3)cs2)o1
→ -2	18	-2	3	7	-7	0	13
29. Cn1c(=O)c2c(ncn2CC(=O)N/N=C/C=C/c2ccccc2[N+](=O)[O-])n(C)c1=O
→ -1	1	nt	15	-6	0	nt	-2
30. CCOC(=O)C1CCCN(c2ccc(NC(=O)c3snc4c(=O)[nH]cnc34)cc2)C1 (stereo unspecified)
→ -3	2	13	28	-54	2	3	-2
31. COc1ccccc1N1CCN(CCCCN2C(=O)C3CCCCN3C2=O)CC1 (stereo unspecified)
→ -2	-16	2	-1	-1	-1	-7	5
32. COc1cc(OC)c(N2CC34C=CC(O3)C(C(=O)O)C4C2=O)cc1Cl (stereo unspecified)
→ -4	9	-21	-11	4	9	-7	-3
33. O=C1[C@@H]2C(Cc3ccc(O)cc3)NC3(C(=O)Nc4ccc(F)cc43)[C@@H]2C(=O)N1c1ccc(F)cc1 (stereo partly specified)
→ 4	-16	-7	-8	-3	-4	13	-10
34. CC(=O)Nc1ccc2sc(C)nc2c1
→ -2	-4	2	6	0	3	-11	-5
35. NS(=O)(=O)c1ccc(CNC(=O)c2cc(-c3cccnc3)nc3ccccc23)cc1
→ -1	-3	2	0	0	4	-22	-8
36. COc1ccc(NC(=S)N(CCCN2CCOCC2)Cc2cn(C)c3ccccc23)cc1OC
→ 1	12	9	-2	-4	-3	0	0
37. COc1ccccc1N1CCN(C(=O)C2CC(=O)N(c3ccccc3)C2)CC1 (stereo unspecified)
→ -2	19	4	9	-1	4	-5	-4
38. Cc1sc2nc(C(C)C)nc(SCC(=O)NC3CC3)c2c1C
→ -2	0	-4	8	5	7	-10	-15
39. CC(=O)c1ccc(NC(=O)CSc2nnc(-c3ccco3)o2)cc1
→ -2	-43	7	0	0	-12	-3	-2
40. Cc1[nH]c2ccc(F)cc2c1CCN(Cc1ccncc1)C(=S)Nc1ccccc1
→ 1	16	-2	-15	7	-9	13	-6
41. CCOc1ccc(NC(=O)CN2C(=O)NC(CCSC)C2=O)cc1 (stereo unspecified)
→ -3	0	-2	8	-3	-2	0	3
42. O=C(NCCCn1ccnc1)c1ccc(NS(=O)(=O)c2ccc(Cl)c(Cl)c2)cc1
→ 9	-9	2	3	-5	-61	2	-3
43. COc1cc(CN2CCN(CCOCCO)CC2)cc(OC)c1OC
→ 0	1	10	0	6	-13	-7	2
44. Cc1c(NS(=O)(=O)c2ccc(N=NN(C)C)cc2)c(=O)n(-c2ccccc2)n1C
→ -3	42	-28	2	0	9	-5	9
45. CCOc1ccc(CC(=O)N2N=C(C)CC2(O)C(F)(F)F)cc1 (stereo unspecified)
→ -1	-7	9	6	-3	0	-10	-13
46. COC(=O)C(C(C)=O)C1=C/C(=N\S(=O)(=O)c2ccc(C)cc2)c2ccccc2C1=O (stereo unspecified)
→ 1	3	4	5	-11	-39	11	-5
47. O=C1CSC(=Nc2ccc(F)cc2)N1
→ -4	-5	6	14	3	12	-5	5
48. COc1ccc(NC(=O)N2CCCc3cc(C)ccc32)c(OC)c1
→ -4	-13	10	23	4	21	9	2
49. COc1ccc(CCC(=O)NCCOc2ccccc2Cl)cc1
→ -6	-2	2	7	1	-12	-2	-10
50. CCOc1c(Cl)cc(CNCC(C)C)cc1OC
→ -4	4	-2	-10	2	24	-1	6
51. COc1cc(/C=C/C(=O)O)cc(S(=O)(=O)Nc2ccc3nc(SC)sc3c2)c1OC
→ -3	4	-2	1	-14	6	-8	-6
52. Cc1nnc(Sc2cc(NCCO)c([N+](=O)[O-])c3nonc23)s1
→ nt	6	71*	68*	nt	nt	9	-3
53. COc1ccc(OCC(=O)Nn2c(-c3cccc(OC)c3)nc3ccccc3c2=O)cc1
→ 0	2	0	7	-1	9	-9	-3
54. CN(CC(=O)Nc1ccccc1Cl)C(=O)COC(=O)c1cc(S(=O)(=O)N(C)C)ccc1N1CCCC1
→ -1	-2	-13	4	2	-52	9	0
55. Nc1c(N(CCO)C(=O)C2CCCC2)c(=O)[nH]c(=O)n1Cc1ccccc1
→ -1	30	-1	4	12	8	1	-2
56. COc1cccc(Cn2cccc(NC(=O)Nc3cccc(C#N)c3)c2=O)c1
→ 0	-14	nt	14	11	-6	nt	-14
57. CCOC(=O)c1c(C)nc2c(c1-c1ccccc1)C(=O)CC(C)(C)C2
→ 0	-1	-9	14	-3	7	-20	-11
58. Cc1ccc(NS(=O)(=O)c2cccc(C(=O)O)c2)cc1S(=O)(=O)N1CCOCC1
→ -3	-8	-4	14	-8	0	-6	-2
59. COc1ccc(OC)c(NC(=O)[C@@H]2CCCN2C(=O)c2cccs2)c1
→ 1	-4	4	6	-4	17	-8	-2
60. COc1cc2[nH]c3c(c2cc1OC)CCN1CCCC[C@@H]31
→ 0	9	0	0	-19	-80	1	-7

(list continues)
Values run as follows: APJ agonist	Gli-Sufu antag	CXCR6 inh	CCR6 antagonist	UBC13 polyUb	APJ antag	EBI2 antag	ATG4B inh
61. CCOC(=O)N1CCN(C(=O)Nc2ccc3oc(C)nc3c2)CC1
→ 4	8	-10	-15	4	-4	-7	-10
62. Cc1ccnc(-n2c(CCN3C(=O)c4ccccc4C3=O)nc3ccccc3c2=O)c1
→ -3	-2	-5	-8	10	3	2	-18
63. Cc1ccccc1N1CC(C(=O)O)CC1=O (stereo unspecified)
→ 0	3	-5	-4	6	0	-2	14
64. Cc1nccc(-c2ccc(-n3cnc4ccccc43)cc2)n1
→ -3	-11	4	-2	-2	-5	5	-11

Three entries picked at random from those above:
Values run as follows: APJ agonist	Gli-Sufu antag	CXCR6 inh	CCR6 antagonist	UBC13 polyUb	APJ antag	EBI2 antag	ATG4B inh
63. Cc1ccccc1N1CC(C(=O)O)CC1=O (stereo unspecified)
→ 0	3	-5	-4	6	0	-2	14
64. Cc1nccc(-c2ccc(-n3cnc4ccccc43)cc2)n1
→ -3	-11	4	-2	-2	-5	5	-11
62. Cc1ccnc(-n2c(CCN3C(=O)c4ccccc4C3=O)nc3ccccc3c2=O)c1
→ -3	-2	-5	-8	10	3	2	-18
